# Bioassay records (PubChem)
# RPL19A TOR yeast: modulators of TOR pathway RPL19A-GFP in S. cerevisiae | actives 0.3% (n = 330,000) | percent response vs DMSO, % at 10 µM | S. cerevisiae RPL19A-GFP strain, flow cytometry, 3 h; active compounds read low;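 active means percent response vs DMSO below 50%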;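 further: median channel GFP fluorescence of the barcoded RPL19A-GFP strain; ratio of sample median GFP to plate DMSO average so 100% = DMSO; lower means less RPL19A-GFP as with rapamycin TOR inhibition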
# AHR act: activates the human aryl hydrocarbon receptor; AHR-responsive luciferase reporter cells, luminescence; activation, % at 5 µM; P35869; actives 2.5% (n = 320,000); in the data active means activation above about 47%;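 further: 0% = vehicle wells and 100% = reference agonist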
# proCasp7 act: counter-screen: procaspase-7 (human) activation; recombinant procaspase-7, Ac-DEVD-pNA absorbance 405 nm; D23A/D198A/D206A triple mutant, cannot self-cleave; scale: DMSO 0, 5 µM enzyme 100; activation, % at 8.5 µM; P55210; actives 0.093% (n = 330,000);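 active means percent activation above the screen-wide mean plus 3 SD, cut at about 25% in these data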
# Target sequence (P55210 whole entry D23A/D198A/D206A): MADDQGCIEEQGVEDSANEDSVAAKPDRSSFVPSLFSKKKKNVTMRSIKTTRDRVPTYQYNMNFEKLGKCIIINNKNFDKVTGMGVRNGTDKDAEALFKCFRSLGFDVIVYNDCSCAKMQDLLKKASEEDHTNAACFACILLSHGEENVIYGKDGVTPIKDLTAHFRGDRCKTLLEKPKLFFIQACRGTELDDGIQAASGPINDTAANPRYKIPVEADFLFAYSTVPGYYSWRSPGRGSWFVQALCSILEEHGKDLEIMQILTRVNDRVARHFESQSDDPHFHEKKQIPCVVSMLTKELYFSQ
#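 Material: Procaspase-7 triple mutant (PC-7 D3A) | Quantity: 2 µM procaspase-7 mutant as dispensed | Reagent: DEVD-pNA substrate | Times: 1 h preincubation, 2 h reaction | Technique: 405 nm absorbance of p-nitroaniline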
# MEP2 TOR yeast: yeast TOR pathway MEP2-GFP modulation. actives 0.51% (n = 330,000). GFP response vs DMSO, % at 10 µM. S. cerevisiae MEP2-GFP strain, flow cytometry GFP, 3 h; 100% = DMSO control level;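 active means GFP response versus DMSO above a set limit, roughly screen mean plus 3 SD, cut at about 180% in these data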;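 further: median GFP fluorescence of the barcode-gated MEP2-GFP cells per well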
# GASC-1 inh: blocks human GASC-1 demethylase activity | actives 0.069% (n = 330,000) | GST-JMJD2C(1-420) H3K9me3 demethylation, DELFIA europium | AID 2099 | inhibition, % at 2.35 µM;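 active means more than half of a compound's replicate wells show inhibition beyond 50%, single wells judged on their own value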;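 further: signal counts dimethyl H3K9 product captured on neutravidin plate; 0% = median of DMSO wells and 100% = 0.3 times that DMSO median; strong numbers were not always called active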
# Target sequence (Q9H3R0 1-420 limits assumed): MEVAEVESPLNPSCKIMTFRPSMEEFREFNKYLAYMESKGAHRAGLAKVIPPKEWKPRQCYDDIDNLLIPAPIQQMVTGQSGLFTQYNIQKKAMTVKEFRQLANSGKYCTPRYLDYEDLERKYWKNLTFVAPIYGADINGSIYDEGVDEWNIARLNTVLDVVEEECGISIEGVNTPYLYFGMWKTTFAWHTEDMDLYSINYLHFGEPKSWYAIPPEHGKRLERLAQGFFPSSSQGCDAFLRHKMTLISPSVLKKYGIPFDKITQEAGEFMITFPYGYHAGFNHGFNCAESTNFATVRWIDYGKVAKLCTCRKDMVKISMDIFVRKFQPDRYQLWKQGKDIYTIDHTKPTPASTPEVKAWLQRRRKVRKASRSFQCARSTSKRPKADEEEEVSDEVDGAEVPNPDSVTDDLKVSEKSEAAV
# Yeast superoxide: lowers age-related superoxide in aged yeast cells; S. cerevisiae aged cells, superoxide DHE fluorescence; active compounds read low; superoxide response (% of plate mean), % at 10 µM; actives 0.18% (n = 330,000); AID 2690;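 active means superoxide response under a set limit, about three screen SD below normal, cut at about 65% in these data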;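 further: yeast aged for seven days with compound at 30 °C before DHE staining; 100% = average MFI of all compound-treated wells on the plate with controls excluded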
# LAP4-GFP MLPCN: yeast TOR pathway LAP4-GFP modulation; S. cerevisiae LAP4-GFP multiplex, flow cytometry GFP, 3 h; median GFP as percent of DMSO wells; GFP response vs DMSO, % at 10 µM; actives 0.34% (n = 320,000); AID 2023;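 active means GFP response vs DMSO above a set limit, about the screen mean plus 3 SD, cut at about 150% in these data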
# procasp3 activ: procaspase-3 (human) activation; P42574; recombinant procaspase-3 D3A, Ac-DEVD-pNA absorbance 405 nm; activation, % at 8.5 µM; actives 0.11% (n = 330,000);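 active means activation above the mean of all tested compounds plus 3 SD, cut at about 21% in these data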;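 further: 0% = DMSO alone and 100% = DMSO wells spiked with extra 5 µM PC-3 D3A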
# Target sequence (P42574 whole entry D9A/D28A/D175A): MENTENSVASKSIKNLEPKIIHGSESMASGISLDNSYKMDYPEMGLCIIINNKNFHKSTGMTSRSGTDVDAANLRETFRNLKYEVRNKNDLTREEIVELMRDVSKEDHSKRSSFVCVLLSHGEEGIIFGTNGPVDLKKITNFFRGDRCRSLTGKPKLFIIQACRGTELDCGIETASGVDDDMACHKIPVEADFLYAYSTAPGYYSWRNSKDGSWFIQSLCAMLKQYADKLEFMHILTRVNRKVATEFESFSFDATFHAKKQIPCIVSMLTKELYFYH
#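 Assay system: Procaspase-3 D3A mutant, all three cleavage aspartates alanine. Buffer or medium: Zinc-free HEPES saline buffer with Triton X-100. Times: 1 h compound preincubation, 2 h substrate hydrolysis at 25 °C. Measured by: 405 nm absorbance of p-nitroaniline, reads at 0 and 120 min. Read-out basis: percent activation relative to control range. Replicates: singlicate.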
# * hit, by the source's call; i = inactive; . = not tested or not shown; & = joins results of further samples.
mol	RPL19A TOR yeast	AHR act	proCasp7 act	MEP2 TOR yeast	GASC-1 inh	Yeast superoxide	LAP4-GFP MLPCN	procasp3 activ
COC(=O)c1ccc(/C=C/c2c(-c3ccc(OC)cc3)oc3ccccc23)cc1	106.6	10.5	-4.1	110.2	4.3	89.7	96.7	-4.1
COc1ccc(NC(=O)CSCC(=O)N2CCN(C(=O)c3ccco3)CC2)cc1	105.5	1.2	-1.1	104.8	8.0	108.0	111.5	-1.5
O=C1CC(c2cccc(Br)c2)C2=C(CCCC2=O)N1 (stereo unspecified)	100.0	1.2	0.7	90.5	-2.0	116.8	93.2	-8.4
O=C(COC(=O)Cn1cnc2ccccc21)Nc1cccc(S(=O)(=O)N2CCOCC2)c1	95.3	0.4	0.2	111.0	3.7	96.5	106.0	-3.6
CSc1ncc(Cl)c(C(=O)Nc2cccc(Cl)c2)n1	98.6	54.6*	-0.1	98.1	-3.3	94.4	95.5	-1.3
O=C(NCC(c1ccco1)N1CCCC1)c1sc2ccccc2c1Cl (stereo unspecified)	100.9	3.6	2.2	100.2	-2.2	85.2	93.4	7.5
CCOC(=O)c1c(NC(=O)CSc2nncs2)sc(C)c1-c1ccccc1	102.5	7.1	5.0	100.8	4.2	84.5	84.5	-1.8
Cc1cc(C)cc(NC(=O)[C@@H](NC(=O)c2ccco2)C(C)C)c1	103.0	16.6	5.2	104.7	4.8	90.2	120.7	4.0
C=CCN(CC=C)S(=O)(=O)c1ccc2nsnc2c1	93.0	2.2	-5.2	99.1	2.5	77.2	106.2	-5.0
CCOC(=O)C1CCCN(c2nc3ccccc3nc2C(C#N)C(=O)OC(C)COC)C1 (stereo unspecified)	107.5	1.8	-2.0	97.6	-1.2	106.2	98.7	2.8
Nc1nc(C2CCOCC2)cs1	100.6	-1.1	1.1	98.5	-12.5	70.5	108.3	-0.7
COc1ccc(CC(NC(C)=O)C(=O)NC2CCN(C(=O)C3CCCCC3)CC2)cc1OC (stereo unspecified)	99.9	-0.4	5.1	102.1	-1.0	83.9	90.3	3.0
Cc1nn(-c2ccc(F)cc2)c(Cl)c1/C=N/NC(=O)c1cccc(S(=O)(=O)N2CCCC2)c1	95.2	-1.1	6.5	90.9	-0.3	93.0	74.7	2.2
CC(C)(C)NC(=S)NCCc1ccccc1	93.9	26.4	-1.8	95.9	-3.1	95.1	93.4	-1.7
C=C1CCN([C@H](C(=O)NCc2ccc(OC)cc2)C(C)C)S(=O)(=O)c2ccccc21	105.9	-1.3	2.3	104.7	-1.3	96.3	116.0	3.9
N=c1cc(C2(O)CCCCC2)n2c(nc3ccccc32)s1	91.7	-5.9	-11.8	96.8	-4.2	114.1	99.9	4.1
N#CC1=C(SCC(=O)NC23CC4CC(CC(C4)C2)C3)NC(=O)C(C#N)C12CCCCC2 (stereo unspecified)	93.3	-3.0	1.6	97.7	4.9	91.0	93.0	-2.3
COc1cccc(CNC(=O)COC(=O)C23CC4CC(CC(Cl)(C4)C2)C3)c1	101.1	0.6	1.9	99.1	-1.2	99.4	88.9	0.1
O=C(CSc1nc2ccc(Nc3nc(N4CCCC4)nc(N4CCCC4)n3)cc2s1)NCc1ccco1	103.2	4.5	-0.8	112.4	9.5	92.4	108.7	-9.1
CCc1ccc(NC(=O)CCc2ccc(CC)o2)cc1	102.8	3.3	12.2	98.7	8.1	102.9	92.8	-0.3
COc1ccc(OC)c(N/C(N)=N/c2nc(C)cc(C)n2)c1	105.1	66.3*	7.0	113.8	9.5	98.9	105.7	1.3
COc1cc(C)ccc1OCCCOc1cc(C)ccc1Cl	101.7	8.3	11.3	106.0	4.1	111.5	103.3	-4.8
COC(=O)C1CCN(C(=O)CSc2nc3ccc(OC)cc3[nH]2)CC1	93.5	4.0	10.1	97.4	-13.3	86.8	97.9	-1.5
Cc1sc2ncnc(SCC(=O)N3CCCC3=O)c2c1C	92.6	5.2	-2.8	101.4	-17.4	104.8	97.0	1.1
O=C(OCc1ccc([N+](=O)[O-])cc1)C1CC(=O)N(Cc2ccccc2Cl)C1 (stereo unspecified)	91.2	-2.2	0.6	79.9	-4.4	99.4	87.0	-1.3
COc1cc(-c2noc(C)c2C#Cc2ccsc2)cc(OC)c1OC	90.6	39.6	4.5	88.0	-2.0	98.2	123.4	6.8
CC(=O)Nc1ccc(S(=O)(=O)N(C)CC(=O)Nc2ccccc2N2CCCC2)cc1	98.9	5.6	4.0	105.1	3.4	98.1	99.6	-11.1
CCN(c1cccc(C(F)(F)F)c1)S(=O)(=O)c1ccc2c(c1)CCN2C(C)=O	100.8	3.1	-0.2	102.2	-4.8	99.3	102.3	-5.3
O=C(NC1CCCCC1)c1ccc(S(=O)(=O)c2ccccc2Cl)c([N+](=O)[O-])c1	99.3	-0.8	0.8	95.1	-1.6	94.0	92.1	4.8
CCS(=O)(=O)N1CCN=C1SCc1ccc(F)cc1	98.8	5.0	2.2	106.5	6.0	81.6	102.4	3.6

# Rewritten with values under each structure: two of the compounds above
# Fields: RPL19A TOR yeast, AHR act, proCasp7 act, MEP2 TOR yeast, GASC-1 inh, Yeast superoxide, LAP4-GFP MLPCN, procasp3 activ
Cc1sc2ncnc(SCC(=O)N3CCCC3=O)c2c1C
    92.6, 5.2, -2.8, 101.4, -17.4, 104.8, 97.0, 1.1
O=C(COC(=O)Cn1cnc2ccccc21)Nc1cccc(S(=O)(=O)N2CCOCC2)c1
    95.3, 0.4, 0.2, 111.0, 3.7, 96.5, 106.0, -3.6

# Further records.
mol	RPL19A TOR yeast	AHR act	proCasp7 act	MEP2 TOR yeast	GASC-1 inh	Yeast superoxide	LAP4-GFP MLPCN	procasp3 activ
Cc1oc2cc(OC(=O)c3ccco3)ccc2c(=O)c1-c1nc2ccccc2n1C	103.9	105.7*	-11.4	94.9	1.0	94.7	86.3	-2.8
COCCCn1c(SCC(=O)OC2CCCCC2)nnc1-c1cccs1	92.3	-1.6	-3.7	96.4	-3.7	105.7	90.0	14.5
COc1cccc(C(=O)OCC(=O)NC23CC4CC(CC(C4)C2)C3)c1	105.4	0.8	4.9	102.2	3.7	83.3	91.7	-8.3
OC[C@H]1O[C@H](OC[C@H]2O[C@H](OC[C@H]3O[C@H](O[C@]4(CO)O[C@H](CO)[C@@H](O)[C@@H]4O)[C@H](O)[C@@H](O)[C@@H]3O)[C@H](O)[C@@H](O)[C@H]2O)[C@H](O)[C@@H](O)[C@H]1O	95.7	-0.8	0.7	97.3	5.7	105.6	102.6	-6.7
Cc1noc(C)c1COc1ccccc1C(=O)Nc1ccc(C(N)=O)cc1	101.8	-2.0	-5.1	110.4	2.5	113.9	100.8	-2.7
COc1cccc(-c2cc(C(=O)NCCN3CCOCC3)no2)c1	102.0	5.8	0.3	96.4	i	112.7	97.4	-4.3
COc1cccc(N2CC(C)Cn3c2nc2c3c(=O)[nH]c(=O)n2C)c1 (stereo unspecified)	109.5	.	.	110.9	1.0	101.0	98.2	.
COCCSc1ccccc1C(=O)Nc1ccc(Br)cc1	96.8	-3.6	2.6	92.8	-120.3	101.1	94.0	-9.6
Cc1cccnc1CCNC(=O)c1ccc(OC2CCN(Cc3ccccn3)CC2)cc1	100.7	-6.3	-4.2	95.7	-26.0	97.7	98.1	-0.7
Cc1nnc(SCC(=O)N2CCN(S(=O)(=O)c3ccc(Cl)cc3)CC2)n(N)c1=O	90.5	-0.5	0.4	95.4	11.3&2.2	96.6	99.1	0.7
CCOc1ncccc1C(=O)OCc1cccc([N+](=O)[O-])c1	109.7	-2.1	-0.3	104.9	-4.6	95.2	104.9	10.0
O=C(NC(Cc1ccccc1)C(=O)O)/C(=C/c1ccco1)NC(=O)c1cccc(Br)c1 (stereo unspecified)	99.2	5.5	-18.0	96.3	13.0	91.6	104.6	-13.8
COc1cc(CN(C(=O)c2cc3ccccc3oc2=O)C2CCS(=O)(=O)C2)cc(OC)c1OC (stereo unspecified)	103.5	-3.2	5.0	112.3	-8.7	90.7	96.6	-1.4
COc1ccccc1OCc1ccc(C(=O)NN)cc1	99.4	22.0	-8.5	101.7	5.7	92.0	100.3	11.5
CN(CCNC(=O)C1CCN(S(=O)(=O)N2CCOCC2)CC1)CCc1ccccc1	93.0	-0.5	2.2	95.9	0.4	115.9	99.4	-3.4
O=c1c2ccccc2nc2n1C(CBr)CN2 (stereo unspecified)	101.3	3.1	3.5	102.1	3.1	117.1	123.7	4.0
Clc1ccccc1Cn1nnc(-c2cccs2)n1	103.7	117.0*	0.6	99.1	-11.2	109.2	87.4	5.1
COc1ccccc1C(=O)N1CC(=O)Nc2ccc(F)cc2C1c1ccccc1 (stereo unspecified)	102.2	0.4	7.9	106.2	8.0	101.1	100.9	-0.5
COc1cc2c(cc1OC)C(C(=O)NC(C)c1ccccc1)CC(=O)N2 (stereo unspecified)	102.4	-2.1	-7.6	100.4	4.6	98.9	92.8	1.7
CCn1c(O)c(/C=C2\C=Nc3ccccc32)sc1=Nc1ccccc1	90.5	8.7	-11.1	98.5	6.5	127.4	95.2	-1.3
CC(C)N(C(=O)COC(=O)c1cncc(Br)c1)C(C)C	100.1	-0.8	7.6	110.5	-4.7	95.3	106.2	8.8
c1ccc(Cn2nnnc2C(c2ccccn2)N2CCN(c3ccccc3)CC2)cc1 (stereo unspecified)	94.2	0.6	7.8	99.5	8.9	93.7	95.5	3.4
O=C1[C@@H]2[C@H](Cc3ccc(O)cc3)N[C@]3(C(=O)Nc4ccccc43)[C@@H]2C(=O)N1c1ccc(F)cc1	92.1	3.8	11.6	92.7	-0.7	111.3	96.6	5.3
O=C(O)c1ccc(S(=O)(=O)c2ccc3c(c2)C(=O)N(Cc2ccco2)C3=O)cc1	97.4	-2.3	-4.2	102.8	2.3	108.7	100.5	9.2
O=S(=O)(c1ccc(NC2CCCc3ccccc32)nc1)N1CCOCC1 (stereo unspecified)	97.4	12.0	-1.0	111.5	-247.8	109.2	97.3	3.2
Cc1nc2ccc(NC(=O)c3ccc(Cl)nc3)cc2s1	91.9	1.9	0.3	98.8	3.9	93.0	109.6	3.8
CCOc1ccccc1CNc1ncnc2ccc(-c3c(C)noc3C)cc12	95.8	44.4	4.5	94.1	-1.9	95.5	95.9	-1.2
CC(=O)c1ccc(Sc2ccc(C(C)=O)cc2)cc1	98.2	16.8	3.9	96.1	-1.5	110.8	92.1	1.2
COc1ccc(CN2CCN(CCc3ccccc3)C(CCO)C2)c(Cl)c1OC (stereo unspecified)	98.3	2.6	12.4	99.5	-34.5	98.7	97.5	-1.7
CC(C)(C)C(=O)COC(=O)c1ccccc1O	95.9	1.9	5.8	93.8	-1.0	98.5	93.3	12.5
CC1=NNC(=O)C1C(c1ccccc1)C(C#N)C#N (stereo unspecified)	96.6	2.1	-6.5	92.2	-3.8	78.6	99.6	7.3
CC1CCC2C(=O)N(c3ccc(NC4CCCCC4)c([N+](=O)[O-])c3)C(=O)C2C1 (stereo unspecified)	.	0.2	-4.2	.	0.2	84.4	.	-1.7
COc1cc(C=NNC(=O)c2cccnc2)ccc1OC(=O)c1ccccc1F	103.5	7.4	-8.3	105.8	3.0	96.7	88.8	-4.7

# Compounds as they come; overall some 3.8% were active at least once.
